USP1-UAF1 inh – inhibitors of human USP1/UAF1 deubiquitinase; actives 0.23% (n = 390,000); AID 743255; Potency, µM (highest dose often 57.1 µM), for inactives: top-dose activity change, negative = inhibition, usual class: inhibitors; recombinant USP1/UAF1, Ub-Rhodamine cleavage fluorescence; O94782; also: potency is read from the fitted curve at half-maximal effect; % is scaled to controls: 0 for no effect and ±100 for the full control effect; nearly all actives have a fitted effect of over 60% in size; inactives centre near -12
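1 nM enzyme complex + cpd, 15 min RT; start with Ub-Rho 150nM final; kinetic fluorescence ex 480/em 540, 6 reads q60 s. Buffer 50mM HEPES pH 7.8, 0.5mM EDTA, 0.1 mg/ml BSA, 1mM TCEP, 0.01% Tween-20.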
Vif-APOBEC3F blk – Vif-A3F binding inhibition | actives 0.2% (n = 390,000) | HeLa A3F-eYFP + Vif (tagged APOBEC3F with the HIV-1 protein that degrades it), YFP fluorescence increase | Potency, µM (top dose mostly 46.1 µM), for the others: at the top dose activity, negative = active; also: potency is read from the fitted curve at half-maximal effect; % of control where 0% means no effect; nearly all actives have a fitted effect of over 65% in size
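HeLa cells stably expressing A3F-eYFP plus Vif, plated and incubated overnight at 37 deg C, then exposed to compounds overnight at 37 deg C. Blocked degradation read as raised yellow fluorescence (Ex 488/Em 500-530).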
Vif-APOBEC3G blk – inhibitors of Vif-APOBEC3G interaction. Q9HC16. HeLa A3G-eYFP + Vif (tagged APOBEC3G with the HIV-1 protein that degrades it), YFP fluorescence, overnight. actives 0.076% (n = 410,000). Potency, µM (top dose mostly 46.1 µM), for the others: at the highest dose activity, negative = active, actives largely listed as inhibitors;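 also: potency is read from the fitted curve at half-maximal effect; % is scaled to controls: 0 for no effect and ±100 for the full control effect; nearly all actives have a fitted effect of over 60% in size; hits raise eYFP signal because A3G escapes Vif-driven loss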
Target sequence (Q9HC16 whole entry, looked up): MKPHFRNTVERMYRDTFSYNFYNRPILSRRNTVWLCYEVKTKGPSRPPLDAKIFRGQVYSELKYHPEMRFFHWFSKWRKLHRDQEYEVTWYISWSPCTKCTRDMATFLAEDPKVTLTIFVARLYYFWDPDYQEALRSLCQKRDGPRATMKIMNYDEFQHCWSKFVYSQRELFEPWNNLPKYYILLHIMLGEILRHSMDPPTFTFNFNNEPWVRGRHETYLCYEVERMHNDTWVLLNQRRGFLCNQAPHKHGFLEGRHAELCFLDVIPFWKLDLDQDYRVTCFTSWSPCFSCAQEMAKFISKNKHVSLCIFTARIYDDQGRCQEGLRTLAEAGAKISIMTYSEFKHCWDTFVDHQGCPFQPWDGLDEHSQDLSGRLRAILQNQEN
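HeLa cells stably expressing Vif and C-terminally eYFP-tagged A3G, seeded overnight at 37 deg C, then exposed to compound by pintool overnight at 37 deg C. Rise in yellow fluorescence (Ex 488/Em 500-530, Acumen) marks blocked Vif-driven A3G degradation.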
LDHA block – blocks human lactate dehydrogenase A; activity change, % (values are at about 110 or 230 µM); purified LDHA, NADH/diaphorase-resazurin fluorescence; hits give low values; P00338; actives 0.15% (n = 480,000); in the data active = activity change below about -30%; inconclusive = mostly about -25% to -30%;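 also: plate controls were DMSO wells for no effect and wells without enzyme for full effect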
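LDH5 2 nM; NADH 0.06 mM, pyruvate 0.2 mM; 200 mM Tris pH 7.4, EDTA, Tween-20; 5 min RT. Detection: diaphorase 0.133 mg/mL + resazurin 37 µM, fluorescence ex540/em590 at 0 and 20 min; normalized to enzyme-free and DMSO wells.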
Glioma ERSR ind – ER stress response induction in glioma. U87-MG GRP78 promoter luciferase reporter, 16 h. Potency, µM, for the others: at the highest dose activation, most hits filed as activators. actives 0.02% (n = 420,000). AID 602332; also: potency is read from the fitted curve at half-maximal effect; series mostly up to about 76 µM; % of control where 0% means no effect; nearly all actives have a fitted effect of over 35% in size
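Stably transfected U87-MG glioma cells carrying a GRP78-based luciferase sensor; 16 h compound incubation. Luminescence end-point read 10 min after Bright-Glo addition at room temperature.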
TrxR1 substrate – rat thioredoxin reductase 1 substrate activity; O89049; purified TrxR1 substrate turnover, NADPH consumption readout; Potency, µM (titrated, usually from 114 µM), for inactives: at the highest dose activity change, negative = substrate turnover; actives 0.01% (n = 390,000); also: potency is read from the fitted curve at half-maximal effect; % is scaled to controls: 0 for no effect and ±100 for the full control effect; nearly all actives have a fitted effect of over 50% in size
Target sequence (O89049 whole entry, looked up): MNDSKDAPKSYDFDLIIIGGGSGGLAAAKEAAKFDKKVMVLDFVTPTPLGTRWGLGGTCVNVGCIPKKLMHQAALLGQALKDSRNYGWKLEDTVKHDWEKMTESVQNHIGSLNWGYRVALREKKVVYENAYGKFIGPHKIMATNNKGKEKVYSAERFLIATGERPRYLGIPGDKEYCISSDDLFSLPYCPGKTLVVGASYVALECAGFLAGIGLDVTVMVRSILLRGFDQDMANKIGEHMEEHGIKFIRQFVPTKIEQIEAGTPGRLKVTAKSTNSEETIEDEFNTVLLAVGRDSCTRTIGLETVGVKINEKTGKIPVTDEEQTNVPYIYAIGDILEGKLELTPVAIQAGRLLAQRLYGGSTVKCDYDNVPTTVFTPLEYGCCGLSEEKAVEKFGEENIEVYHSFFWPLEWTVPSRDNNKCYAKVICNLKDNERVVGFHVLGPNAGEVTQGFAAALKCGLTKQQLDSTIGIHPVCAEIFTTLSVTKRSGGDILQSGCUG
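Rat TrxR1, dispensed at 90 nM, was prereduced with 400 uM NADPH (final) for 5 min at ~22 deg C, then incubated with compound 15 min before 400 uM selenite. A first-read NADPH fluorescence drop versus no-compound background flagged substrates.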
rTrxR1 inhibitor – blocks rat thioredoxin reductase 1; actives 1% (n = 390,000); Potency, µM (series often up to 114 µM), without a hit: top-dose activity change, negative = inhibition, most hits filed as inhibitors; recombinant rTrxR1, NADPH fluorescence consumption, selenite substrate; also: potency is read from the fitted curve at half-maximal effect; % is scaled to controls: 0 for no effect and ±100 for the full control effect; nearly all actives have a fitted effect of over 65% in size
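Rat TrxR1 (90 nM in the dispensed reagent) was pre-reduced with 400 uM NADPH for 5 min at room temperature, then incubated with compound for 15 min. After 400 uM selenite was added, NADPH fluorescence (Ex 340/Em 450 nm) was followed for 8 min.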
mIDH1 inhibitor – human IDH1 R132H inhibition. Potency, µM (top dose mostly 76.6 µM), for the others: at the top dose activity change, negative = inhibition, actives largely listed as inhibitors. IDH1-R132H enzyme, NADPH consumption, diaphorase/resazurin fluorescence. actives 0.093% (n = 390,000). O75874; also: potency is read from the fitted curve at half-maximal effect; % is scaled to controls: 0 for no effect and ±100 for the full control effect; nearly all actives have a fitted effect of over 65% in size
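IDH1-R132H (0.5 ug/mL) preincubated 30 min with compound, then NADPH (0.016 mM) and alpha-KG (2 mM) added; 80 min at RT, pH 7.5. Remaining NADPH coupled via diaphorase/resazurin to fluorescence (540/590 nm); concentration-response curves normalized to no-enzyme control.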
RGS4 inhibitor – inhibitors of human regulator of G protein signaling 4. Potency, µM (highest dose often 114 µM), inactives show at the top dose activity change, negative = inhibition, usual class: inhibitors. actives 0.039% (n = 390,000). AID 504845. P49798. Transcreener GDP fluorescence polarization, RGS4-accelerated GTP hydrolysis; also: potency is read from the fitted curve at half-maximal effect; % is scaled to controls: 0 for no effect and ±100 for the full control effect; nearly all actives have a fitted effect of over 75% in size; some results filed as inactive show a strong effect at the top dose
Target sequence (P49798 whole entry, looked up): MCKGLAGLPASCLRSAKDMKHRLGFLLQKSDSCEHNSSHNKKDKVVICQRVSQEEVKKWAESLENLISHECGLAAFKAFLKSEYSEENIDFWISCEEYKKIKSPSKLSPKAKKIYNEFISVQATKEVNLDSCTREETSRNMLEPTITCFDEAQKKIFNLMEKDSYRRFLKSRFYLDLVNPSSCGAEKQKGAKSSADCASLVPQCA
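MLSMR compounds (23 nl, pin-transferred) preincubated 10 min at room temperature with a 500nM (2x) first reagent, then RGS4 at 900nM (2x) plus Transcreener GDP mix added; fluorescence polarization (620/688 nm) read before and after 90 min at 30 °C.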
* = called active by the depositor; & = joins results of further samples; [ ] = dose if it differs, or a comment. Unless noted, calls follow the shape of the dose curve; as a rule, active = well fitted curve in the direction sought with a large enough effect; inconclusive = small, poorly fitted or top-dose-only effect, or another doubt; inactive = no such curve, though single readings can be large; an effect the other way counts as inactive or inconclusive.

For C[C@H](CO)N1C[C@H](C)[C@H](CN(C)Cc2ccccc2)Oc2ccc(NC(=O)Nc3ccc(F)cc3)cc2C1=O the results were USP1-UAF1 inh -21%, Vif-APOBEC3F blk -2%, Vif-APOBEC3G blk -21%, LDHA block 2, Glioma ERSR ind 8%, TrxR1 substrate 9%, rTrxR1 inhibitor 10%, mIDH1 inhibitor -11% and RGS4 inhibitor -6%.
Screening O=C1NC2(CCCCCC2)N=C1c1ccc(F)cc1 returned USP1-UAF1 inh -15%, Vif-APOBEC3F blk 5%, Vif-APOBEC3G blk -6%, LDHA block -9, Glioma ERSR ind 5%, TrxR1 substrate 4%[57.1 µM], rTrxR1 inhibitor 18%[57.1 µM], mIDH1 inhibitor 5% and RGS4 inhibitor 5%.
COC(=O)C1CCN(c2ccc(Cl)nn2)CC1 was read as USP1-UAF1 inh -19%, Vif-APOBEC3F blk -15%, Vif-APOBEC3G blk -2%, LDHA block -1, Glioma ERSR ind -1%, TrxR1 substrate 3%, rTrxR1 inhibitor 7%, mIDH1 inhibitor 2% and RGS4 inhibitor -14%.
Screening Cn1c(/C(C#N)=C/c2ccccc2Br)nc2ccccc21 returned USP1-UAF1 inh -10%, LDHA block -3, TrxR1 substrate -3%, rTrxR1 inhibitor -12% and RGS4 inhibitor 17%.
For CC1CCN(S(=O)(=O)c2ccc(C(=O)Nc3ccccn3)cc2)CC1 the results were USP1-UAF1 inh -10%, Vif-APOBEC3F blk 3%, Vif-APOBEC3G blk -2%, LDHA block -1, Glioma ERSR ind -2%, TrxR1 substrate -3%[57.1 µM], rTrxR1 inhibitor 2%[57.1 µM], mIDH1 inhibitor -2% and RGS4 inhibitor -3%.
For Cc1cc(C)nc(N/N=C/c2cc(C)n(CC(F)(F)F)c2C)n1 the results were USP1-UAF1 inh -16%, Vif-APOBEC3F blk 3%, Vif-APOBEC3G blk 7%, LDHA block -2, Glioma ERSR ind -2%, TrxR1 substrate -5%, rTrxR1 inhibitor -4%, mIDH1 inhibitor 14% and RGS4 inhibitor -24%[56.9 µM].
`Cc1ccc(CSc2cn(CC(=O)N3CCCC3)c3ccccc23)cc1` gave USP1-UAF1 inh 3%, Vif-APOBEC3F blk -13%, Vif-APOBEC3G blk -7%, LDHA block 7, Glioma ERSR ind 3%, TrxR1 substrate -10%, rTrxR1 inhibitor -10%, mIDH1 inhibitor 6% and RGS4 inhibitor -14%.
For COCCN1CN(S(=O)(=O)c2cccc(Cl)c2)c2nc3ccccc3nc21 the results were USP1-UAF1 inh -16%, Vif-APOBEC3F blk -5%, Vif-APOBEC3G blk -9%, LDHA block -1, Glioma ERSR ind -1%, TrxR1 substrate 5%, rTrxR1 inhibitor 14%, mIDH1 inhibitor 4% and RGS4 inhibitor -22%[56.9 µM].
For Cc1cc(C)n(-c2cc(-c3ccccc3)nc(C)n2)n1 the results were USP1-UAF1 inh -1%, Vif-APOBEC3F blk -8%, Vif-APOBEC3G blk 0%, LDHA block -1, Glioma ERSR ind -2%, TrxR1 substrate -5%[57.1 µM], rTrxR1 inhibitor -13%[57.1 µM], mIDH1 inhibitor 2% and RGS4 inhibitor -18%[11.4 µM].
For Cc1oc2cc(OC(=O)c3ccco3)ccc2c(=O)c1-c1nc2ccccc2n1C the results were USP1-UAF1 inh -3%, Vif-APOBEC3F blk 13%, Vif-APOBEC3G blk -1%, LDHA block -7, Glioma ERSR ind -5%, TrxR1 substrate -8%, rTrxR1 inhibitor inconclusive, mIDH1 inhibitor -1% and RGS4 inhibitor -22%.
Screening COc1ccc(-c2cccc(NS(=O)(=O)c3ccc([N+](=O)[O-])cc3)c2)nn1 returned USP1-UAF1 inh -5%, Vif-APOBEC3F blk 3%, Vif-APOBEC3G blk -5%, LDHA block -3, Glioma ERSR ind -5%, TrxR1 substrate -3%, rTrxR1 inhibitor 2%, mIDH1 inhibitor 0% and RGS4 inhibitor 17%.
`COc1ccccc1Nc1nn2c(=O)c3ccc(C(=O)N4CCCCC4)cc3nc2s1` gave USP1-UAF1 inh -15%&-12%, Vif-APOBEC3F blk 12%&10%, Vif-APOBEC3G blk inconclusive, LDHA block 1&-13, Glioma ERSR ind 5%&-5%, TrxR1 substrate 1%&-7%, rTrxR1 inhibitor 4%&5%, mIDH1 inhibitor 0%&-4% and RGS4 inhibitor -26%&16%.
`Cc1ccnc(NC(=O)c2cccc(NC(=O)c3ccc(Cl)c(Cl)c3)c2)c1` gave USP1-UAF1 inh -26%, Vif-APOBEC3F blk 8%, Vif-APOBEC3G blk 1%, LDHA block -1, Glioma ERSR ind 1%, TrxR1 substrate 1%, rTrxR1 inhibitor 9%, mIDH1 inhibitor 7% and RGS4 inhibitor -11%.
For CC(=O)Nc1ccc(C(=O)NNC(=O)c2ccc(Cl)cc2Cl)cc1 the results were USP1-UAF1 inh -22%, Vif-APOBEC3F blk -13%, Vif-APOBEC3G blk 0%, LDHA block -3, Glioma ERSR ind 0%, TrxR1 substrate 6%, rTrxR1 inhibitor 34%, mIDH1 inhibitor 0% and RGS4 inhibitor -5%.
CNC(=O)C[C@@H]1C(=O)N(c2ccc(OC)cc2)CC1(C)C was read as USP1-UAF1 inh -26%, Vif-APOBEC3F blk -2%, Vif-APOBEC3G blk 3%, LDHA block -8, Glioma ERSR ind -3% and mIDH1 inhibitor -4%.
CCOc1cc(CNCc2cccs2)cc(Br)c1OCC was read as USP1-UAF1 inh -19%, Vif-APOBEC3F blk -2%, Vif-APOBEC3G blk -7%, LDHA block -5, Glioma ERSR ind -1%, TrxR1 substrate -6%, rTrxR1 inhibitor 3%, mIDH1 inhibitor 3% and RGS4 inhibitor 14%.
Screening CCNC(=S)N1CCN(c2cccc(C(F)(F)F)c2)CC1 returned USP1-UAF1 inh -16%, Vif-APOBEC3F blk 3%, Vif-APOBEC3G blk 4%, LDHA block -4, Glioma ERSR ind -3%, TrxR1 substrate 1%, rTrxR1 inhibitor 0%, mIDH1 inhibitor 3% and RGS4 inhibitor -4%.
`COc1ccc(Cc2nnc(SCC(=O)Nc3ncc(C)s3)o2)cc1` gave USP1-UAF1 inh -6%, Vif-APOBEC3F blk 0%, Vif-APOBEC3G blk -1%, LDHA block 0, Glioma ERSR ind -3%, TrxR1 substrate -8%, rTrxR1 inhibitor 7%, mIDH1 inhibitor 4% and RGS4 inhibitor -11%.
Screening O=C(NCc1ccccn1)c1ccccc1OCc1ccccc1Cl returned USP1-UAF1 inh -8%, Vif-APOBEC3F blk 2%, Vif-APOBEC3G blk 8%, LDHA block -1, Glioma ERSR ind -1% and mIDH1 inhibitor 13%.
For CCCCc1nnc(NC(=O)CCSc2ccccc2)s1 the results were USP1-UAF1 inh -18%, Vif-APOBEC3F blk -1%, Vif-APOBEC3G blk -5%, LDHA block -9, Glioma ERSR ind -2%, TrxR1 substrate 8%, rTrxR1 inhibitor -6%, mIDH1 inhibitor 3% and RGS4 inhibitor -27%.
For CC(C)(Oc1ccc(Cl)cc1)C(=O)NC1CC1 the results were USP1-UAF1 inh 0%, Vif-APOBEC3F blk -14%, Vif-APOBEC3G blk 2%, LDHA block -9, Glioma ERSR ind 0%, TrxR1 substrate -4%[57.1 µM], rTrxR1 inhibitor 18%, mIDH1 inhibitor -9% and RGS4 inhibitor 8%.
`COc1ccc(Cn2c(C(C)C)nc3sc4ccccc4c(=O)c3c2=O)cc1` gave USP1-UAF1 inh -22%, Vif-APOBEC3F blk 2%, Vif-APOBEC3G blk 1%, LDHA block -3, Glioma ERSR ind -1%, TrxR1 substrate 3%, rTrxR1 inhibitor 9%, mIDH1 inhibitor 0% and RGS4 inhibitor 17%.
CCOC(=O)N1CCN(C(=O)CN2C(=O)COc3ccc(C)cc32)CC1 was read as USP1-UAF1 inh -12%, Vif-APOBEC3F blk 3%, Vif-APOBEC3G blk 1%, LDHA block -16, Glioma ERSR ind -4%, TrxR1 substrate -6%, rTrxR1 inhibitor -8%, mIDH1 inhibitor 6% and RGS4 inhibitor 36%.
`CN(CC(=O)N1CC(=O)N(CCc2ccccc2)C(=O)C1)S(=O)(=O)c1cccc2nsnc12` gave USP1-UAF1 inh -11%, Vif-APOBEC3F blk -2%, Vif-APOBEC3G blk 1%, LDHA block -1, Glioma ERSR ind -3%, TrxR1 substrate 6%, rTrxR1 inhibitor 12%, mIDH1 inhibitor 8% and RGS4 inhibitor -25%.
Screening Cc1ccccc1N1CC(C(=O)Nc2ccc(S(=O)(=O)N3CCCC3)cc2)CC1=O (stereo unspecified) returned USP1-UAF1 inh -7%, Vif-APOBEC3F blk 7%, Vif-APOBEC3G blk 1%, LDHA block -1, Glioma ERSR ind -5%, TrxR1 substrate -12%, rTrxR1 inhibitor -10%, mIDH1 inhibitor 5% and RGS4 inhibitor -13%.
`O=C(/C=C/c1ccccc1[N+](=O)[O-])NCc1cccnc1` gave USP1-UAF1 inh -8%, Vif-APOBEC3F blk -2%, Vif-APOBEC3G blk -1%, LDHA block -7, Glioma ERSR ind -1%, TrxR1 substrate -13%, rTrxR1 inhibitor -12%, mIDH1 inhibitor 6% and RGS4 inhibitor 5%.

Only part of the results is shown, so the mix of outcomes need not match the whole.
